Assay outcomes: PubChem, National Center for Advancing Translational Sciences (NCATS)
ALOX12 inh – inhibitors of human 12S-lipoxygenase ALOX12. 580,000 compounds, 1.1% hits. purified 12hLO, xylenol orange hydroperoxide absorbance. P18054. Potency, µM (top dose mostly 108 µM), inactives show top-dose activity change, negative = inhibition, most hits filed as inhibitors; active = well fitted inhibition curve with a large enough effect; inconclusive = small, poorly fitted or top-dose-only effect, or another doubt; inactive = no such curve, though single readings can be large or run the other way
Target sequence (P18054 whole entry, looked up): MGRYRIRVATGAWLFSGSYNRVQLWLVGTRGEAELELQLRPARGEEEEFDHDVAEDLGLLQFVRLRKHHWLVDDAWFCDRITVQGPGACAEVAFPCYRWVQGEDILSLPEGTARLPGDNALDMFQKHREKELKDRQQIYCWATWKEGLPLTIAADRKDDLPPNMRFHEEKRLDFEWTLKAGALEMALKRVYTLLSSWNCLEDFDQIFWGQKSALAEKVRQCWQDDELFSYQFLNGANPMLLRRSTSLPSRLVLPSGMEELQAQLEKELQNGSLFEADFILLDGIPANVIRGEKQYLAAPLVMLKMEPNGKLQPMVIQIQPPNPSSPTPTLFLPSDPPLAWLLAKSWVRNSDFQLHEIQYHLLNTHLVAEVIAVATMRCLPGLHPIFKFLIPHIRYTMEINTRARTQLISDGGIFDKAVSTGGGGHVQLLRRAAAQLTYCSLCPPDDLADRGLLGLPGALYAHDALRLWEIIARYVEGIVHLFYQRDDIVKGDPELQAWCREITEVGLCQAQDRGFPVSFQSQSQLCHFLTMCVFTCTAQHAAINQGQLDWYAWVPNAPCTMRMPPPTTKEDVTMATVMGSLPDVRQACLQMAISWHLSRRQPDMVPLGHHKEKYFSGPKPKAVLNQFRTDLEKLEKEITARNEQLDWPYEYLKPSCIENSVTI
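Purified human 12hLO at 150 nM in 25 mM Hepes, 0.01% Triton X-100, pH 7.0, preincubated 15 min at room temperature with compound. Reaction started with 40 uM arachidonic acid, 30 min at room temperature. Hydroperoxide measured by Fe-xylenol orange, 573/405 nm absorbance ratio.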
An asterisk follows results filed as active; ? = inconclusive; [ ] = dose if it differs, or a comment. % is scaled to controls: 0 for no effect and ±100 for the full control effect; potency is read from the fitted curve at half-maximal effect. Not all compounds are listed; the hit share may differ from the screen's.

Sample of the layout (14 entries):
SMILES	ALOX12 inh
CC(C)NC(=O)N1CCC(c2nc(C3CCOCC3)no2)CC1	8.8%
COC(=O)c1ccc(C(=O)NCCc2ccccc2)cc1	11.2%
CCCC(=O)N1CCC2(CC1)NCCc1c2[nH]c2ccc(OC)cc12	19.2%
Nc1cccc(C(=O)/C=C/c2ccc(F)cc2)c1	-12.1%
CC(C)c1ccccc1NC(=O)/C=C/c1c(F)cccc1Cl	?
COC(=O)c1ccc(OC(=O)c2cc(-c3cccs3)nc3ccccc23)cc1	-2.8%
COc1ccc([C@@H]2CC(=O)C3=C(C2)Nc2[nH][nH]c(=O)c2[C@H]3c2ccccc2C(F)(F)F)cc1OC	?
O=C(N/N=C/c1ccc(OCCCOc2ccccc2Cl)cc1)c1cccc(Cl)c1	1.4%
COCCn1c(C)nnc1-c1cc(-c2ccnc(OC)c2)ccn1	?
O=c1oc2cc(O)ccc2cc1-c1nnc(Nc2ccc(Cl)cc2Cl)s1	8.3%
O=C(NCc1ccc(Cl)nc1)c1cc2cccnn2n1	47.7%[activator][176 µM]
COc1cccc(/C=C(\C#N)c2nc3ccccc3[nH]2)c1OC	-47.9%
COc1ccc(-c2nc3c(Cl)cc(C(F)(F)F)cn3c2Cc2cccc(F)c2)cc1OC	-2.1%
O=C(c1cccc(O)c1)N1CCc2c(n(Cc3cccnc3)n(-c3ccccc3)c2=O)C1	4.3%[176 µM]

All compounds of this part, from the first entry:
SMILES	ALOX12 inh
CC(C)NC(=O)N1CCC(c2nc(C3CCOCC3)no2)CC1	8.8%
COC(=O)c1ccc(C(=O)NCCc2ccccc2)cc1	11.2%
CCCC(=O)N1CCC2(CC1)NCCc1c2[nH]c2ccc(OC)cc12	19.2%
Nc1cccc(C(=O)/C=C/c2ccc(F)cc2)c1	-12.1%
CC(C)c1ccccc1NC(=O)/C=C/c1c(F)cccc1Cl	?
COC(=O)c1ccc(OC(=O)c2cc(-c3cccs3)nc3ccccc23)cc1	-2.8%
COc1ccc([C@@H]2CC(=O)C3=C(C2)Nc2[nH][nH]c(=O)c2[C@H]3c2ccccc2C(F)(F)F)cc1OC	?
O=C(N/N=C/c1ccc(OCCCOc2ccccc2Cl)cc1)c1cccc(Cl)c1	1.4%
COCCn1c(C)nnc1-c1cc(-c2ccnc(OC)c2)ccn1	?
O=c1oc2cc(O)ccc2cc1-c1nnc(Nc2ccc(Cl)cc2Cl)s1	8.3%
O=C(NCc1ccc(Cl)nc1)c1cc2cccnn2n1	47.7%[activator][176 µM]
COc1cccc(/C=C(\C#N)c2nc3ccccc3[nH]2)c1OC	-47.9%
COc1ccc(-c2nc3c(Cl)cc(C(F)(F)F)cn3c2Cc2cccc(F)c2)cc1OC	-2.1%
O=C(c1cccc(O)c1)N1CCc2c(n(Cc3cccnc3)n(-c3ccccc3)c2=O)C1	4.3%[176 µM]
CCCNC(=O)c1coc(COc2ccc3c(c2)C(c2cccc(C)c2)N(C(=O)C2CC2)CC3)n1 (stereo not drawn)	?
Cc1cnc(C2CC2)n1C1CCCN(C(=O)C2CC2)C1 (stereo not drawn)	26.9%
O=C(Nc1ccc(CN2CCCC2)cc1)c1n[nH]c2ccccc12	63.6%[activator]
CC(C)c1ccc(-n2cc(CN3CCCC(O)(CN(C)C)C3)cn2)cc1 (stereo not drawn)	39.6%[activator]
CCCc1nc(NCc2ccc(-c3noc(C)n3)cc2)c2cnn(C)c2n1	49.4%[activator]
COc1cccc(C(=O)N2C(C(=O)NCC(C)C)COC23CCN(C(=O)c2cccc(F)c2)CC3)c1 (stereo not drawn)	16.0%
Cc1nc2n(c1C(=O)NCCc1ccccc1)CCC(Nc1cccnc1)C2 (stereo not drawn)	121.9%[activator][176 µM]
CCN=C1NC(c2ccccc2C(F)(F)F)C(C(=O)OC)=C(C)N1Cc1ccc(C(F)(F)F)cc1 (stereo not drawn)	?
COc1ccc(Br)c(C(=O)OC(C)C(=O)Nc2c(C)n(C)n(-c3ccccc3)c2=O)c1 (stereo not drawn)	-2.3%
Cc1ccc(S(=O)(=O)N2[C@@H](CO)CO[C@H]2CC(=O)c2cccs2)cc1	17.6%
COc1ccc(CC(=O)NCc2cccc(Cl)c2)cc1S(=O)(=O)N1CCOCC1	9.3%

Fetched by structure from the entries so far:
SMILES	ALOX12 inh
O=C(c1cccc(O)c1)N1CCc2c(n(Cc3cccnc3)n(-c3ccccc3)c2=O)C1	4.3%[176 µM]
CCCC(=O)N1CCC2(CC1)NCCc1c2[nH]c2ccc(OC)cc12	19.2%

Additional structures:
SMILES	ALOX12 inh
N#CC1=C(N)Oc2cc(O)ccc2C1c1ccc(OCc2ccc(Br)cc2)cc1 (stereo not drawn)	?
COCC(C)Nc1ncnc2c1c(-c1ccccc1)cn2-c1cccc(C(F)(F)F)c1 (stereo not drawn)	?
CCCNC(=O)N(C1CCOCC1)C1CCN(C(=O)Cc2c(F)cccc2Cl)CC1	2.3%
CCCn1ccc2oc(C)c(C(=O)N3CCN(c4ccc(F)cc4)CC3)c2c1=O	-3.6%
O=C(CN1CC2CC(C1)[C@H]1CCCC(=O)N1C2)N1CCCC1 (stereo partly drawn)	?
COc1ccc(C(=O)N2CCC(N3CC4CC(C3)[C@H]3CCCC(=O)N3C4)CC2)c(OC)c1 (stereo partly drawn)	5.6%
Cc1ccc(C(=O)Nc2ccccc2SCc2cc(=O)n3c(ncn3C(C)C)n2)cc1F	1.8%
Cc1nc(C)c(C(=O)N2CCCN(C(=O)C3CC3)C(c3ccccc3)CC(=O)NCC2)s1 (stereo not drawn)	84.8%[activator]
Oc1ccccc1Oc1ccc2nnc(-c3ccc(Br)cc3)n2n1	?
CNc1c(NC(=O)Nc2ccccc2C(F)(F)F)c(=O)oc2ccccc12	?
Cc1ccc(CN(C)C(=O)COc2ccc3ccc(=O)oc3c2)cc1	?
COc1ccc([C@H]2C[C@@H](O)[C@@H](O)[C@@H]2NC(=O)c2cc(C)oc2C(F)(F)F)cc1	8.8%[176 µM]
COc1cc(OC)cc(C(=O)Nc2ncc3c(n2)CC(c2ccco2)CC3=O)c1 (stereo not drawn)	-0.5%
COc1cc2c(cc1OC)C(CNC(=O)C=Cc1cc(OC)c(OC)c(OC)c1)C2 (stereo not drawn)	12.4%
CC(=O)c1csc(NC(=O)Cn2ccc(=O)n(C)c2=O)n1	10.6%
Cc1ccc(C2Cn3nnc(C(=O)N4CCC(C(=O)NC5CC5)CC4)c3CO2)cc1 (stereo not drawn)	19.6%
CCOc1ccc2c(n1)CCN(C(=O)c1cnccn1)C2	9.9%
COCC(=O)N1CCC2(CC1)NCCc1c2[nH]c2ccccc12	42.3%[activator]
O=C(NC1CCCCC1)c1cc(-c2ccccc2)nc2ccccc12	-23.8%
CCc1nnc([C@@H]2CC(F)(F)CN2C(=O)Cn2cccn2)o1	4.2%
O=C(O)CCc1conc1-c1ccc(F)cc1	?
CSCCC(NC(=O)OCc1ccccc1)C(=O)NC(Cc1c[nH]c2ccccc12)C(=O)O (stereo not drawn)	-0.2%
O=C(COC(=O)/C=C/c1ccc(Cl)cc1Cl)Nc1cccc(S(=O)(=O)NC2=NCCC2)c1	?
CCCc1noc(CSc2nc3sc(C)c(C)c3c(=O)n2CCOC)n1	4.1%
CC(COc1ccc(C#N)cc1F)CN1CCC(C(O)(c2ccccc2)c2ccccc2)CC1 (stereo not drawn)	?
Carrying on:
SMILES	ALOX12 inh
CC(C)CC(=O)N1CCCCCC1c1nnc(-c2ccccc2)o1 (stereo not drawn)	40.6%
CC(=O)Nc1ccc(-c2nc(-c3ccc4c(c3)CCC4)cs2)cc1	?
Cc1ccc(NC(=O)CCn2ccn3nc4c(c3c2=O)CCCC4)c(C)c1	13.0%
CCOC(=O)C1=C(CS(=O)(=O)c2ccc(Cl)cc2)NC(=O)NC1c1ccc(SC)cc1 (stereo not drawn)	?
O=C(/C=C/c1cccc(Cl)c1)c1ccc(N2CCOCC2)cc1	?
COc1ccc(F)c(CN2CCCC(O)(CN3CCC(C(C)C)CC3)C2=O)c1 (stereo not drawn)	3.0%
COCCN1C(=O)c2ccccc2C(C(=O)Nc2nnc(C)s2)C12CCCCC2 (stereo not drawn)	47.1%[activator]
COc1ccc(-c2ccc3nnc(CNC(=O)COc4cccc(C)c4)n3n2)cc1	24.3%
COC(=O)[C@H]1C[C@@]2(C)c3ccccc3N(S(=O)(=O)c3ccccc3)[C@H]2N1	-34.4%
CCN1CCn2c(nc3cc(NC(=O)Cn4nc(C)c5ccccc5c4=O)ccc32)C1	-29.2%
O=C(Nc1ccc2c(c1)OCCO2)C(CCc1ccccc1)N(Cc1ccccc1)Cc1ccccc1 (stereo not drawn)	-10.6%
FC(F)C(F)(F)Oc1cccc(Nc2nccn3c(-c4ccc5ccccc5c4)cnc23)c1	?
CCn1ncc(N2CCC(NC(=O)Cc3ccsc3)CC2)cc1=O	20.4%
c1ccc(C2=NOC3(CCN(C4CCCCC4)CC3)C2)cc1	2.8%[6.33 µM]
CCCCS(=O)(=O)NC(C)C(=O)O (stereo not drawn)	?
CC(=O)Nc1ccc(S(=O)(=O)NCc2ccc(C(=O)NCCN(C)Cc3ccccc3)cc2)cc1	8.5%
Cc1ccc(CN(C)C(=O)c2cc3c(F)cccc3[nH]2)o1	-0.3%
Cc1ccc(SC(C)C(=O)NC(C)(C#N)C(C)C)cc1C (stereo not drawn)	7.6%
C[C@@H]1CN(c2ccc(N3CCNC[C@@H]3C)cc2C#N)C[C@H](C)O1	-16.6%
NC(=O)C1CCN(C(=O)[C@H]2C[C@@H](O)[C@H](O)[C@@H]3N=C(Nc4ccc(F)cc4)S[C@@H]32)CC1	10.5%
Cc1cnc(C)c(-c2cc(O)c3c(c2)CN(CC2CNC(=O)O2)CCO3)n1 (stereo not drawn)	31.9%
CCCN1CCCCC12Cc1ccccc1CN(C(=O)C1CCN(C)CC1)C2 (stereo not drawn)	?
COc1ccc(C2(c3nc(C4CCOC4)no3)CCCC2)cc1OC (stereo not drawn)	6.8%
Cc1ccc(S(=O)(=O)N2C[C@H]3N(C(=O)OC(C)C)N(C(=O)OC(C)C)C[C@H](OC(=O)Nc4c(C)noc4C)[C@@]3(O)C2)cc1	-23.8%
Cn1cnnc1-c1nn(C)c2c1CN(C(=O)c1n[nH]c3ccccc13)CC2	3.5%
New compounds follow
SMILES	ALOX12 inh
Cc1ccc(C)c(NCc2cc3cccc(C)c3[nH]c2=O)c1	-28.2%
NC(Cc1ccc(C(F)(F)F)cc1)c1csc(NC(=O)Nc2ccccc2Oc2ccccc2)n1 (stereo not drawn)	?
O=C(OCC(=O)c1ccc[nH]1)c1ccc(S(=O)(=O)Nc2ccccc2)cc1	3.3%
Cc1cccc(-c2noc(-c3cccc(Br)c3)n2)c1	?
C[C@H]1CN([C@@H](C)CO)C(=O)CCCn2nncc2CO[C@H]1CN(C)S(=O)(=O)c1ccccc1	9.1%
COc1ccc(-c2nc3cc(C)ccc3cc2CN(C(=O)c2ccco2)C2CC2)cc1OC	-1.8%
COc1cc(C)cc2oc(=O)c(CC(=O)NCc3ccco3)c(C)c12	-1.6%
CCc1ccc2oc(C(=O)Nc3ccc(NC(C)=O)cc3)cc(=O)c2c1	-2.0%
Cc1ccc(NC(=O)C2CCN(c3cc(C(F)(F)F)ncn3)CC2)cc1F	-7.0%
CCS(=O)(=O)N1CC2(CN(C(=O)Cc3ccccn3)[C@@H](CO)c3[nH]c4cc(OC)ccc4c32)C1	-27.7%
CCCS(=O)(=O)NCCc1noc(C)n1	-15.1%
COc1ccc(C(CC(=O)N(C)Cc2cc(C)no2)c2ccccc2)cc1 (stereo not drawn)	20.2%
CCOC(=O)CC(NC(=O)c1cc2cc(Cl)cc(Cl)c2oc1=O)c1ccc(OC)cc1 (stereo not drawn)	84.1%[activator]
FC(F)(F)c1ccccc1/C=N/NC(=S)NCc1ccccc1	39.8µM*
Cc1oc2ccc(OC(=O)c3ccccc3F)cc2c1C(=O)OC(C)C	2.6%
CCNC(=O)NC(=O)C(C)Sc1nc(NCC)c2ccccc2n1 (stereo not drawn)	2.1%
C#CCN1CCC(C(=O)N(C)Cc2ccc(Br)o2)CC1	28.0%
CCOC(=O)[C@]12CCCC=C1N(Cc1ccccc1)C(=O)[C@H](CC(=O)NCc1ccc(OC)c(OC)c1)C2	?
O=C(Nc1ccc(=O)n2c1[C@@H]1C[C@@H](CN(C(=O)Nc3ccc(F)cc3)C1)C2)c1ccc2c(c1)OCO2	21.5%
CCN(CC)CCCNC(=O)CCNc1nc(Cl)nc2nc[nH]c12	-39.0%
CC(=O)c1ccc(C(C)(C)C)cc1	33.5%[activator]
CCc1cccc(CC)c1NC(=O)C(C)Sc1ccccc1 (stereo not drawn)	-41.3%
COCC#Cc1ccc2c(c1)O[C@@H](CN(C)S(=O)(=O)c1cccc(F)c1)[C@@H](C)CN([C@H](C)CO)S2(=O)=O	-2.9%
CCN(C1CCOCC1)C1CN(C(=O)c2ccnn2C)C1	43.0%
CCCN(CC1CCOC1)S(=O)(=O)c1ccc(OC)cc1 (stereo not drawn)	12.2%
(more compounds)
SMILES	ALOX12 inh
CC(C)NC(=O)N(C1CC1)C1CCOC2(CCN(C(=O)NCc3ccccc3)CC2)C1 (stereo not drawn)	-2.3%
CC(=O)Nc1cccc(-c2ccnc3c2CC(C)(C(=O)NCCc2ccccc2)O3)c1 (stereo not drawn)	-5.0%
COc1cc(NC(=O)COC(=O)c2ccccc2SCc2c(C)noc2C)cc(OC)c1	-26.3%
C[C@@H]1CN([C@H](C)CO)C(=O)CCCn2cc(nn2)CO[C@H]1CN(C)S(=O)(=O)c1cccc(C#N)c1	?
CC(C)(C)C1CCc2sc(C(=O)NCc3cnc(-c4ccccc4)s3)cc2C1 (stereo not drawn)	-12.7%
COc1ccc(-c2nnc([C@H]3CCN(Cc4cccc(C#N)c4)C3)o2)cc1	11.3%[176 µM]
CCCCOc1c(CNC(C)c2ncccc2C)cccc1OC (stereo not drawn)	103.2%[activator]
O=C(Cc1c[nH]c2ncc(-c3ccccc3Oc3ccccc3)cc12)NCc1cccnc1	-8.1%[176 µM]
CCOc1ccc(CC(=O)NCc2nnc3ccc(-c4ccc(C)cc4)nn23)cc1	19.8%
